Screening data deposited in PubChem by Sanford-Burnham Center for Chemical Genomics.
mouse EphA4 binding: EphA4 ligand-binding antagonists – biochemical, colorimetric, mouse EphA4, primary screen (AID 689); EphA4-AP binding to KYL peptide, pNPP A405; higher % means a stronger effect; inhibition, % at 10 µM; hits with a dose series show IC50 in µM; 62,000 compounds, 0.1% hits; in the data active = a potency from the dose series; inactive = the rest, 99 in 100 with inhibition below about 22%
* marks the source's active call; other numbers are inactive results; & = joins results of further samples. An excerpt (hit frequency here may not be typical).

| mouse EphA4 binding | Molecule |
| --- | --- |
| -3% | O=C(NCCCN1CCCC1=O)c1ccc2c(c1)NC(=O)c1ccccc1S2 |
| -6% | COc1ccc(OC(=O)c2cccnc2)cc1 |
| -12% | Cc1sc2ncn(CC(=O)NCCCC(=O)N3CCN(c4ccccc4)CC3)c(=O)c2c1C |
| 18% | Cc1sc2nc(C(C)C)nc(SCC(=O)NCc3ccco3)c2c1C |
| 1% | O=C(Cn1nnc(-c2ccc(Cl)cc2)n1)NC1CC2CCC1C2 (stereo unspecified) |
| -4% | COc1cc(-c2nc(-c3ccccc3)c(-c3ccccc3)[nH]2)cc(OC)c1OC |
| -9% | COc1ccc(NC(=O)C(NC(C)=O)C(=O)NCc2ccccc2)cc1 (stereo unspecified) |
| -6% | Cc1cc2nc(SCc3ccc(Cl)cc3)nc(C)c2cc1C |

3 records drawn at random from the list so far:
| mouse EphA4 binding | Molecule |
| --- | --- |
| 1% | O=C(Cn1nnc(-c2ccc(Cl)cc2)n1)NC1CC2CCC1C2 (stereo unspecified) |
| -6% | Cc1cc2nc(SCc3ccc(Cl)cc3)nc(C)c2cc1C |
| -3% | O=C(NCCCN1CCCC1=O)c1ccc2c(c1)NC(=O)c1ccccc1S2 |

Continued.
| mouse EphA4 binding | Molecule |
| --- | --- |
| -6% | Cc1ccc2c(CSc3nnc(C4CC4)n3N)cc(=O)oc2c1 |
| -3% | c1coc(-c2nnc(SCc3cn4ccccc4n3)o2)c1 |
| -6% | COc1ccc(C2N=C(c3ccccc3)C(C)(C)N2O)cc1 (stereo unspecified) |
| 0% | O=C(c1ccco1)N1CCN=C1SCc1cccc(Cl)c1 |
| -14% | CC(C)CNC(=O)c1cccc(NC(=O)CN2C(=O)c3ccccc3C2=O)c1 |
| -6% | Cc1cccc(NC(=S)NC2CC3CCCC(C2)N3Cc2cccs2)c1C (stereo unspecified) |
| -14% | CCn1c2ccccc2c2cc(NC(=O)CSc3nnc(-c4cccc(C)c4)o3)ccc21 |
| -18% | CCOC(=O)c1ccc(N2C(=O)c3n[nH]c(C)c3C2c2ccc(O)cc2)cc1 (stereo unspecified) |
| -9% | Cc1cccc(C(=O)N/N=C/c2ccc3c(c2)OCO3)n1 |
| -8% | CC(=O)CSc1ncnc2nc[nH]c12 |
| -12% | COC(=O)c1scc(C)c1N/N=C(\C)c1ccc(F)cc1F |
| -13% | CCC1CCCCN1CCCNC(=O)C1CCC(=O)N1Cc1ccc(C)cc1 (stereo unspecified) |
| -14% | Cc1ccc2oc(=O)c3cnn(CC(=O)N(Cc4ccco4)C4CCCCC4)c3c2c1 |
| -14% | O=C(c1ccccc1F)N1CCN(CC2CC3C=CC2C3)CC1 (stereo unspecified) |
| -25% | COCCCNc1nc2c(c(=O)[nH]c(=O)n2C)n1CC(O)COc1ccccc1C (stereo unspecified) |
| 4% | COC(=O)c1ccc(Oc2cc(C)nc(-n3nc(C)cc3C)n2)cc1 |

Arranged by the number under mouse EphA4 binding (low to high): some entries from above
| structure | mouse EphA4 binding |
| --- | --- |
| CC(C)CNC(=O)c1cccc(NC(=O)CN2C(=O)c3ccccc3C2=O)c1 | -14% |
| COc1ccc(C2N=C(c3ccccc3)C(C)(C)N2O)cc1 (stereo unspecified) | -6% |
| c1coc(-c2nnc(SCc3cn4ccccc4n3)o2)c1 | -3% |
| O=C(Cn1nnc(-c2ccc(Cl)cc2)n1)NC1CC2CCC1C2 (stereo unspecified) | 1% |

(next part)
| mouse EphA4 binding | Molecule |
| --- | --- |
| -10% | CN(c1cccc(NC(=O)CN(c2ccc(C34CC5CC(CC(C5)C3)C4)cc2)S(C)(=O)=O)c1)S(C)(=O)=O |
| -10% | CCN1CCN(c2nc3sc4c(c3c(=O)n2-c2ccc(OC)cc2)CCCCC4)CC1 |
| 0% | CCOC(=O)CCNC(C)C1COc2ccccc2O1 (stereo unspecified) |
| -16% | Cc1cc(Br)ccc1NC(=O)c1ccccc1 |
| -2% | CCc1cccc2c(C(=O)COC(=O)c3nn(C)c(=O)c4ccccc34)c[nH]c12 |
| -5% | CCc1cccc2c(C(=O)COC(=O)c3c(C)noc3C)c[nH]c12 |
| 4% | COc1ccc(Cc2nnc(SCC(=O)NCCc3ccccc3)o2)cc1 |
| -10% | COc1ccc(NC(=O)C2CC(=O)NC3=C2C(=O)CC(C)(C)C3)cc1 (stereo unspecified) |
| -10% | COc1cccc(NC(=O)COc2cc(C)c(Cl)c(C)c2)c1 |
| -4% | CCCOc1ccc(Cn2c(C)nc([N+](=O)[O-])c2SCC(O)COC)cc1[N+](=O)[O-] (stereo unspecified) |
| -2% | CCCCCC(=O)N1CCN(CCN=CC2=C(O)CC(c3cccs3)CC2=O)CC1 (stereo unspecified) |
| -19% | CCOc1cc(/C=C/C(=O)O)cc(I)c1OCC |
| 22% | Cc1ccc(C2CC(=O)NC(SCc3ccccc3)=C2C#N)o1 (stereo unspecified) |
| -6% | CN1CCN(c2nc3c(c(=O)[nH]c(=O)n3C)n2Cc2cccc3ccccc23)CC1 |
| -6% | O=C(CCn1c(=S)[nH]c2ccccc2c1=O)NCCCN1CCCC1=O |
| -10% | CC(=O)c1ccc(NC2OC(CO)C(O)C(O)C2O)cc1 (stereo unspecified) |
| -9% | CCOc1ccc(-n2c(N)c(C(=O)NCc3ccco3)sc2=S)cc1 |
| -10% | O=C(O)Cc1ccc(NC(=O)c2ccc(NC(=O)c3ccco3)cc2)cc1 |
| -2% | CCCCN1C(=O)c2ccccc2C1C(=O)NC1CCCC1 (stereo unspecified) |
| -10% | COc1ccccc1C(=O)NNC1=C(C(=O)C(F)(F)F)CCC1 |
| -12% | Cc1cccnc1NCc1ccc(O)c2ncccc12 |
| -10% | N#Cc1nc(-c2ccccc2F)oc1NC1CCCCC1 |
| -4% | O=C(CSc1ccc(Cl)cc1)Nc1ccc(N2CCN(c3ccccc3)CC2)c(F)c1 |
| -6% | COc1cccc(C2NC(C)(C(=O)O)C3C(=O)N(C(C)C)C(=O)C23)c1O (stereo unspecified) |
| -13% | Nc1ncc(Br)cc1S(=O)(=O)NCCC(=O)N1CCN(c2ncccn2)CC1 |
| 15% | O=C(O)CCC(=O)N1N=C(c2ccc([N+](=O)[O-])cc2)CC1c1ccc(Br)cc1 (stereo unspecified) |
| 5% | CCc1ccccc1NC(=O)CCc1ccccc1 |
| 0% | Cc1cccc(Oc2cc(NC(=O)c3ccccc3)cc([N+](=O)[O-])c2)c1 |
| -3% | CCOC(=O)c1c(NS(=O)(=O)Cc2ccccc2)sc2c1CCCC2 |
| -14% | CCN1CCN(CC(=O)Nc2ccc3c(c2)OCCO3)C(=O)C1=O |
| -4% | O=S(=O)(NCc1ccco1)c1cccc(S(=O)(=O)N2CCCCC2)c1 |
| -12% | CC(C)(C)c1ccc(OCC(=O)NNC(=O)CCc2ccccc2)cc1 |
| -5% | Cc1ccc(/C=N/n2c(COc3ccccc3)n[nH]c2=S)s1 |
| 16% | O=C1/C(=C/c2ccc(-c3ccccc3[N+](=O)[O-])o2)SC(=S)N1Cc1ccccc1 |
| -9% | COc1ccc(NC(=O)C2CCN(S(=O)(=O)c3ccc(C)cc3)CC2)cc1OC |
| 0% | O=C1CC(NCCN2CCOCC2)C(=O)N1Cc1ccc(N2CCCC2=O)cc1 (stereo unspecified) |
| -12% | CCn1c(SCCC(C)C)nnc1-c1c[nH]c2ccccc12 |
| -5% | Cc1cc(C)cc(-n2nnnc2-c2cn(C)nc2C(F)(F)F)c1 |
| -8% | C=CCN1C(=O)C2C(C(=O)NCc3ccccc3)C3(C)C=CC2(O3)C1C(=O)NC(C)(C)C (stereo unspecified) |
| -20% | O=C1CS/C(=N\c2ccccn2)N1C1CCCCC1 |
| -4% | CCOC(=O)c1c2c(n(C)c1CO)C(=O)C(=O)c1ccc(Br)cc1-2 |
| -7% | Cc1ccc(Sc2ccc(C(=O)NC(C)C)cc2[N+](=O)[O-])cc1 |
| -20% | COc1ccc(C(=O)NCc2ccc(-c3nc4ccccc4s3)cc2)cc1 |
| -1% | CNC(=O)c1ccccc1S(=O)c1ccccc1C#N (stereo unspecified) |
| -6% | O=C(OCc1cc(=O)n2cc(Br)ccc2n1)C1COc2ccccc2O1 (stereo unspecified) |
| -6% | C/C(CC(=O)Nc1ccc(Cl)c(Cl)c1)=N\NC(N)=S |
| -20% | O=C1CSC(=S)N1c1cccnc1 |
| -6% | CCOCCSc1nc2c(c(=O)[nH]c(=O)n2C)n1CCCc1ccccc1 |
| -10% | COC(=O)CNC(=O)C(C)NC(=O)CNC(=O)OCc1ccccc1 (stereo unspecified) |
| -4% | CC(C)(C)NC(=S)Nc1ccc(Br)cc1 |
| -4% | Cc1ccc(-c2nnc(NC(=O)Nc3cccc(Cl)c3)s2)cc1C |
| -14% | Nc1nncn1C(=O)c1cccs1 |
| 11% | COc1ccc(C(=O)N/C(=C/c2ccc(-c3cc(Cl)ccc3Cl)o2)C(=O)NCCCO)cc1 |
| -8% | CCOC(=O)C(C)N1N=C(/C=C/c2ccc(C)cc2)CCC1=O (stereo unspecified) |
| 7% | O=C(Nc1nnc(CCN2CCOCC2)s1)c1ccccc1 |
| -7% | COc1cc(/C=N/NC(=O)COc2ccccc2C)ccc1OC(=O)c1cccs1 |

In a second layout: results already given
structure | mouse EphA4 binding
COC(=O)CNC(=O)C(C)NC(=O)CNC(=O)OCc1ccccc1 (stereo unspecified) | -10%
O=C(Nc1nnc(CCN2CCOCC2)s1)c1ccccc1 | 7%
COc1cc(/C=N/NC(=O)COc2ccccc2C)ccc1OC(=O)c1cccs1 | -7%

Next structures
| mouse EphA4 binding | Molecule |
| --- | --- |
| -4% | Clc1cccc(/C=N/Nc2ncnc3ccccc23)c1 |
| -6% | CCN(CCCNC(=O)COc1cc(=O)n(C)c2ccccc12)c1cccc(C)c1 |
| -8% | Cc1ccc2nc(SC(C)C(=O)NCc3ccco3)[nH]c2c1 (stereo unspecified) |
| -16% | COCc1cc(C)n(CC(=O)Nc2ccccc2C(=O)OC)c(=O)c1C#N |
| 3% | CCOC(=O)C1CCCN(c2nnnn2-c2ccccc2)C1 (stereo unspecified) |
| -6% | COc1cc2c(cc1OC)C1(Nc3c-2c(-c2ccccc2)nn3-c2ccccc2)C(=O)Nc2ccccc21 (stereo unspecified) |
| -13% | CCC(CC)C(=O)Nc1cccc(C(=O)c2ccccc2)c1 |
| -6% | O=C(CCS(=O)(=O)c1cccc2nsnc12)N1CCN(Cc2ccc3c(c2)OCO3)CC1 |
| -8% | C=CCN1C(=O)/C(=C\c2ccccc2OCc2ccc(Cl)cc2)SC1=S |
| 11% | CC(C)(C)c1cc(C2Nc3cccc4cccc(c34)N2)cc(C(C)(C)C)c1O |
| -1% | NC(=O)c1ccccc1NC(=O)CCc1ccccc1 |
| -15% | CCOC(=O)C1CCCN(Cc2ccc(OCC)cc2)C1 (stereo unspecified) |
| -13% | CCn1c(N)nc2ccccc21 |
| 2% | Cc1ccccc1NC(=O)CNc1ccccc1C(=O)NCc1ccco1 |
| 2% | CN1CCN(S(=O)(=O)c2ccc3ccccc3c2)CC1 |
| -1% | O=[N+]([O-])c1ccc(N2CCN(S(=O)(=O)c3ccc4ccccc4c3)CC2)cc1N1CCCC1 |
| -4% | C/C(CC(=O)Nc1cccc(Cl)c1)=N\NC(=O)Cc1ccc(Cl)cc1 |
| -2% | Cc1ccc(C(=O)c2cc(C)sc2NC(=O)CN2CCN(C(=O)c3ccco3)CC2)cc1 |
| -8% | CCN1CC=C2C(C#N)=C(N)C(C#N)(C#N)C(CCc3ccccc3)C2C1 (stereo unspecified) |
| -5% | CCC(C)Sc1nc(O)cc(=O)[nH]1 (stereo unspecified) |
| -12% | Cc1csc(NC(=O)C2C3C=CC(C3)C2C(=O)O)n1 (stereo unspecified) |
| 18% | Cc1ccc(CN(C(=O)Cn2nnc3ccccc32)C(C(=O)NCc2ccco2)c2cccs2)cc1 (stereo unspecified) |
| -6% | C=CCN1C(=O)C2(C(C(=O)c3ccc(C)o3)=C(O)C(=O)N2CCCN2CCOCC2)c2ccccc21 (stereo unspecified) |
| -10% | COC(=O)Cn1c(=O)n(CCc2ccccc2)c(=O)c2c3c(sc21)CCCC3 |
| 8% | COc1ccc(-c2noc(C3CCCN(S(=O)(=O)c4cccc(Cl)c4)C3)n2)cc1OC (stereo unspecified) |
| -5% | CC(=O)c1ccc(NC(=O)c2ccc(OCC(C)C)cc2)cc1 |
| -14% | Cc1ccc2c(c1)C1(SCCS1)C(=O)N2 |
| -29% | O=C(COC(=O)c1ccco1)Nc1ccc(Br)cc1 |
| -3% | C=CCNC(=O)c1ccc(C)cc1Cl |
| 3% | CCOC(=O)c1cc(CC)sc1NC(=O)Cc1ccsc1 |
| 0% | CCC(=O)Nc1nc(C)c(-c2csc(Nc3cc(C)ccn3)n2)s1 |
| -10% | COc1ccc(N2CCN(C(c3ccccc3)c3nnnn3Cc3ccc(F)cc3)CC2)cc1 (stereo unspecified) |
| 2% | CCOC(=O)c1c(CN2CCCCC2)n(C)c2cc(Br)c(O)cc12 |
| -14% | CC(=O)C12c3ccccc3C(c3ccccc31)C1C(=O)NC(=O)C12 (stereo unspecified) |
| -7% | Cc1ccc(C)c(N2CCN(CC(=O)Nc3ccc([N+](=O)[O-])cc3C(=O)Nc3ccccc3F)CC2)c1 |
| 3% | COc1ccc(CCNC(=O)CSc2nnc(-c3cccc(C)c3)o2)cc1OC |
| -8% | Cc1ccc(-c2[nH]n3c(=O)c4c(nc3c2C)CCC4)cc1 |
| 1% | O=C(c1cccn(Cc2ccc(Cl)c(Cl)c2)c1=O)N1CCOCC1 |
| -10% | CCOc1cc(C(=O)NC(C)CC)cc(OCC)c1OCC (stereo unspecified) |
| 6%&3% | Cc1cccc(C)c1OCC(O)Cn1c2ccccc2c2ccccc21 (stereo unspecified) |
| 5%&-1% | Cc1cc(=O)oc2cc3c(cc12)OCCO3 |
| -6% | Cc1ccc(C(=O)Nc2cccc(C(=O)NCc3ccccc3)c2)o1 |
| -5% | CCOC(=O)c1c(C)c(C(=O)N2CCN(c3cccc(Cl)c3)CC2)c(C)n1C |
